SMARCA2 activ: SMARCA2 function activation, primary screen | MG213 cells, MMTV-luciferase reporter, dexamethasone, overnight | activation, % at 9.1 µM | 1% of 370,000 active | AID 652017; in the data active means activation above about 7.8%;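 further: 0% = vehicle wells and 100% = reference activator wells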
DAX1 inh-1: DAX1 (NR0B1) inhibition, primary screen; HEK293T StAR-luciferase reporter, SF-1/DAX-1 repression relief; inhibition, % at 6.8 µM; 1.1% of 370,000 active; AID 652010;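 active means inhibition above the mean over all tested compounds plus 3 SD, cut at about 3.6% in these data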;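 further: 0% = DAX-1 cells with DMSO and 100% = cells lacking DAX-1 with DMSO; higher inhibition means more luminescence from relief of DAX-1 repression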
hcDAF12 agonist: H. contortus DAF-12 activation, primary screen. HEK293 hcDAF-12 lit1-tk-luc reporter, luminescence; 0% DMSO, 100% Δ7-dafachronic acid. activation, % at 6.8 µM. 1.4% of 370,000 active. AID 652067;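 active means activation above the mean of all tested compounds plus 3 SD, cut at about 5.5% in these data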;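 further: 100% = response to 3 µM Δ7-dafachronic acid high control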
hgDAF-12 ag: hgDAF-12 agonism, primary luciferase screen; HEK293 GAL4-hgDAF12 UAS-luciferase reporter, agonist luminescence; normalized to butyrate control; activation, % at 6.8 µM; 1.8% of 370,000 active; AID 687014;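 active means activation above a cutoff set at the mean of all screened compounds plus 3 SD, cut at about 10% in these data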;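 further: 0% = DMSO wells and 100% = sodium butyrate wells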
ssDAF12 agonist: activates DAF-12 receptor from parasite S. stercoralis; HEK293 ssDAF-12/GRIP1 lit1-tk-luc reporter, luminescence; % of 3 µM dafachronic acid response; activation, % at 6.8 µM; 1% of 370,000 active; AID 652126;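 active means activation above the mean over all tested compounds plus 3 SD, cut at about 0.9% in these data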;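 further: 0% = DMSO-only wells and 100% = 3 µM delta7-dafachronic acid wells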
DAX1 inh-2: inhibits human nuclear receptor DAX1. P51843. HEK293 Gal4-DAX1 luciferase reporter, luminescence. inhibition, % at 6.75 µM. 0.99% of 340,000 active. AID 504766;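 active means inhibition above the mean over all tested compounds plus 3 SD, cut at about 4.2% in these data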;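 further: 0% = DAX1-transfected cells with DMSO and 100% = empty-vector control cells with DMSO; inhibition shows as a rise in luminescence from relieved DAX1 repression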
sPLA2-III inh: Blocks human group III sPLA2 activity. 0.56% of 370,000 active. QFRET BODIPY PC-A2 liposome hydrolysis, fluorescence. inhibition, % at 12.2 µM. Q9NZ20;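 active means inhibition above mean plus 3 SD of compounds lying within the high and low control bounds, cut at about 19% in these data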;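 further: 0% = median of test compound wells and 100% = no enzyme DMSO wells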
ADAM10 inh: inhibitors of human ADAM10. O14672. recombinant ADAM10, EDANS/DABCYL FRET peptide cleavage, 3 h. inhibition, % at 7 µM. 0.62% of 370,000 active. AID 720582;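 active means inhibition above a per-campaign cutoff equal to the mean of compounds falling between control-based bounds plus 3 SD, cut at about 20% in these data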;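 further: 0% = DMSO wells while the 100% control is not disclosed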
GC-A act: GC-A (human) enzyme activation | HEK293 GC-A cells, cGMP TR-FRET, EC30 ANP; 0% at EC30 ANP, 100% saturating ANP | activation, % at 10 µM | 0.14% of 370,000 active; in the data active means activation above about 40%
Target sequence (P16066 whole entry, looked up): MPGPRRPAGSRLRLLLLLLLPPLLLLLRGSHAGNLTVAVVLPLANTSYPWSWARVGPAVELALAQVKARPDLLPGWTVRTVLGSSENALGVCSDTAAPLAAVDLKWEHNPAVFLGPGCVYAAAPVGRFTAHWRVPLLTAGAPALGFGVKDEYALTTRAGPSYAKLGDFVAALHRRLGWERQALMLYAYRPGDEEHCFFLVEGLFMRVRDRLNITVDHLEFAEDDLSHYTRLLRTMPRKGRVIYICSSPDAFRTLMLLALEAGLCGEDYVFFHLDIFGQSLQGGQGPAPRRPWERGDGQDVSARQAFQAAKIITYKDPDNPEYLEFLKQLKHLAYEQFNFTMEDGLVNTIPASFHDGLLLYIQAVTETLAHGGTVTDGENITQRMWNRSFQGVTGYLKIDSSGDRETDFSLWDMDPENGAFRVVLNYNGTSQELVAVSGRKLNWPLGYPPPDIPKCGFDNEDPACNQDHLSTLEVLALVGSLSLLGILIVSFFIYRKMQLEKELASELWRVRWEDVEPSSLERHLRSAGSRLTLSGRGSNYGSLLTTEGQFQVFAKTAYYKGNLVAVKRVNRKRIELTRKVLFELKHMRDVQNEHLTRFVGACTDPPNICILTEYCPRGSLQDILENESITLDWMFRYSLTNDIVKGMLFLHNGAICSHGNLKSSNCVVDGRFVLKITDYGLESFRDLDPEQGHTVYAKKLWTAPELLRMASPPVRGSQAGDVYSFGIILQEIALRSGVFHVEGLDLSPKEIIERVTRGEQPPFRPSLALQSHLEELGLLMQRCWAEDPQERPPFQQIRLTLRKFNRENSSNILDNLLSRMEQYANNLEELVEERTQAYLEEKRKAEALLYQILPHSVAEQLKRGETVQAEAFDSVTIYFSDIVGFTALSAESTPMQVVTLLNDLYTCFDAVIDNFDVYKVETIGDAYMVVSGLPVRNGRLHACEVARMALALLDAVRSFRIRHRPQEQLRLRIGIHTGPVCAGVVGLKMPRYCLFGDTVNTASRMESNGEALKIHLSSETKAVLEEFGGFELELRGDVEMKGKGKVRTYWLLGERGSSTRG
NPR2 activator: GC-B (human) receptor activation. P20594. HEK293-GC-B cells, CNP EC30, cGMP TR-FRET; 0% at EC30 CNP, 100% saturating CNP. activation, % at 10 µM. 0.11% of 370,000 active;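 active means activation at 10 µM reaching about 35% in either raw or pattern-adjusted values, limit read from the data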
GAA850 FXN act: activators of GAA850 frataxin (FXN) promoter; AID 540364; 0.56% of 360,000 active; HEK293 lucGAA850 FXN promoter luciferase reporter, 24 h; percent of 10 µM SAHA response; activation, % at 6 µM;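 active means activation above the average of all compounds screened plus 3 SD, cutoff fixed separately per campaign, cut at about 7.5% in these data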;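 further: 0% = DMSO wells and 100% = 10 µM SAHA wells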
The depositor's hits bear a star; · = not tested or not shown.

SMILES	SMARCA2 activ	DAX1 inh-1	hcDAF12 agonist	hgDAF-12 ag	ssDAF12 agonist	DAX1 inh-2	sPLA2-III inh	ADAM10 inh	GC-A act	NPR2 activator	GAA850 FXN act
C[C@@H](CN1C2=NC[C@H](Cc3ccc(O)cc3)N2C[C@H]1Cc1ccc(O)cc1)NC(=O)CCC1CCCCC1	3	-0.3	-0.5	0.3	-0.2	0.4	-24	4	4	2	-1.3
CCN(CCO)C(=O)c1ccc2nc(Cc3ccc(OC)cc3)oc2c1	-2	0.0	-0.8	-2.7	-0.7	1.3	-5	-3	0	2	3.7
COC(=O)C(Cc1cnc[nH]1)NC(=O)C1CCC(=O)N1 (stereo not given)	3	-0.5	0.6	-1.8	-1.5	2.5	3	-2	-1	-2	-2.3
CC(=O)Nc1ccc(S(=O)(=O)N(Cc2ccccc2)c2ccccc2)cc1	-1	0.3	-1.6	2.2	-1.7	-1.3	-5	7	-2	-1	0.5
CCOc1nc(-c2ccc(C)cc2)ccc1-c1noc(COC)n1	-2	0.0	0.3	1.7	-0.8	0.5	2	-41	2	-5	-1.9
Cc1ccc(NS(=O)(=O)c2c(C)[nH]c(=O)[nH]c2=O)cc1C	-1	0.3	2.7	2.6	-0.5	1.2	-1	5	0	3	0.5
Cc1ccc(C(=O)N/N=C\c2ccccc2[N+](=O)[O-])cn1	7	0.9	2.2	8.9	0.3	0.8	0	3	0	-4	5.0
O=C(O)CN1C(=O)CSc2ccccc21	-2	0.1	-0.4	1.7	-0.8	0.4	3	7	0	3	1.1
Cc1cc2ccccc2c(=O)n1CC(=O)NCCC1=CCCCC1	-1	-1.4	0.6	-2.2	-1.9	1.6	-1	-27	-1	-3	0.4
Cc1cccc(NC(=O)CCS(=O)(=O)c2cccc3nonc23)c1C	0	0.2	-0.5	1.9	-1.3	-1.5	-5	-6	1	2	0.1
O=[N+]([O-])c1cc(-n2cccc2)ccc1N1CCOCC1	-2	-0.6	-1.4	0.8	-1.9	-0.4	0	6	-1	2	2.4
CCCCNS(=O)(=O)c1ccc(S(=O)(=O)n2cnc3ccccc32)cc1	0	-0.4	-0.1	2.4	-0.3	-0.1	4	-10	3	3	-1.9
CC(C)NS(=O)(=O)c1ccc(OCC(=O)Nc2ccc3c(c2)OCCO3)cc1	-2	-1.2	-3.0	1.0	-1.4	0.1	-5	-4	1	0	-12
N#Cc1ccc(-c2ccc(F)cc2)nc1Oc1ccc(Cl)c(Cl)c1	-2	-0.7	-1.6	0.0	-1.5	1.2	4	-8	2	13	-0.5
O=C(COC(=O)c1cccnc1Cl)Nc1cccc(S(=O)(=O)N2CCCCC2)c1	-1	0.1	-0.9	2.4	-1.1	0.5	-16	-2	0	-5	1.0
O=C(CN1C(=O)NC2(CCCC2)C1=O)OCC(=O)c1cccc(Cl)c1	-1	2.0	0.8	2.0	-0.7	0.8	4	-3	-2	-1	2.2
CC(=O)Nc1ccc(NC(=O)C(C)OC(=O)/C=C/c2cccs2)cc1 (stereo not given)	-4	-0.1	0.6	-0.9	-1.1	-0.8	-4	6	-3	1	1.3
CCCC(=O)N1CCCC(c2nc(-c3cccc(OC)c3)no2)C1 (stereo not given)	4	4.6*	3.5	12*	-0.5	4.7*	4	-8	-1	-6	2.1
O=[N+]([O-])C1=CC=C2C(=NC3(CCCCC3)N2O)C1=NCCO	-4	-0.7	-0.7	-1.4	-0.9	0.5	4	9	·	·	-0.7
COc1ccccc1OCC(=O)N(Cc1nc(-c2ccc(Cl)cc2)no1)C(C)C	-2	-2.0	-0.5	0.1	-1.2	-1.2	-25	1	5	-4	0.5
COc1cc(/C=C/C(=O)NC(C)CCc2ccccc2)cc(OC)c1OC (stereo not given)	-2	-0.1	0.1	-0.1	-1.5	0.6	7	-41	2	-3	0.4
CC(C)(C)OCC(O)CN1CCN(C(=O)c2ccccc2)CC1 (stereo not given)	-5	0.0	0.4	-1.8	-1.1	0.0	6	2	0	3	0.1
Cc1ccc(CNC(=O)CCOc2ccc(C(C)(C)C)cc2)cc1	0	-0.1	-1.5	-2.3	-1.3	0.8	-7	1	2	2	-1.2
COC(=O)C1Cc2ccccc2CN1C(=O)CCl (stereo not given)	-3	-2.2	-0.7	1.5	-1.0	-0.3	-3	-4	-2	0	-3.4
O=C(NN=Cc1ccc(O)cc1)c1ccccc1NS(=O)(=O)c1cccs1	-2	1.1	0.2	1.3	-0.9	3.1	-16	-14	4	5	1.4
COc1cc2c(cc1OC)C(CSc1ccccc1C(=O)O)=NC(C)(C)C2	9.3*	0.0	-2.7	-3.2	-1.7	-0.1	-4	-107	6	1	6.4
Cc1ccc2ccccc2c1C(O)c1ncc(-c2ccccc2F)[nH]1 (stereo not given)	-2	-1.1	-0.7	1.7	-1.0	·	-11	-7	-1	-2	-1.0
O=C(COC(=O)C12CC3CC(CC(O)(C3)C1)C2)Nc1ccc(Cl)c(S(=O)(=O)N2CCOCC2)c1	-2	0.3	-1.0	1.5	-1.7	0.3	-16	0	-4	2	-0.5
CCN1C(=O)[C@H]2[C@@H](c3ccc(C)cc3)N3C(=O)N(c4ccc(OC)cc4)C(=O)[C@@]3(C)[C@H]2C1=O	1	0.3	0.3	3.5	-1.3	-0.5	-2	3	1	5	-0.6
CC1=[N+]([O-])C(N2CCOCC2)C(O)(c2ccccc2)C1 (stereo not given)	1	0.2	0.1	0.3	-0.4	1.9	0	1	0	-10	0.0
COC(=O)c1c(C)[nH]c(C(=O)OC(C)C(=O)N2CCOCC2)c1C (stereo not given)	0	1.4	-0.5	2.5	-0.5	0.9	2	-12	1	3	1.5
COc1ccccc1Cc1c(C2CCCCC2)nc2ccc(C)cn12	0	-1.6	1.5	1.5	-0.3	·	1	-36	-5	-9	·
CCOCCCn1cnc2c3cc(F)ccc3n(C)c2c1=O	0	0.6	-1.1	1.5	-1.2	0.4	-2	-179	-5	-1	1.5
C=CCn1c(Cc2cccs2)nnc1SCC(=O)Nc1ccc(OCc2ccccc2)cc1	-4	-1.9	-3.0	3.8	-1.5	·	-32	13	-1	-7	·
COC(=O)CCC(=O)N1CCOCCOCCOCC1	-1	-0.2	0.2	-4.1	-0.8	-1.1	10	7	0	7	1.4
CC(C)C(NC(=O)c1ccccc1Cl)C(=O)OCc1nc2scc(-c3ccccc3Cl)c2c(=O)[nH]1 (stereo not given)	-3	-0.2	-1.3	-1.9	-1.2	-0.9	-10	-6	0	6	0.9
CC(C)C(=O)Nc1ncc(Cc2cccc(Cl)c2)s1	-2	-1.4	-1.8	0.8	-1.9	0.7	-5	2	7	8	0.8
CCOc1ccc(-n2nnc3c(=O)n(CC(=O)c4ccccc4)cnc32)cc1	-2	0.4	0.8	1.1	-0.2	0.4	8	-11	1	-1	-1.9
CC(C)CC(c1nnnn1C(C)(C)C)N1CCN(Cc2ccccc2)CC1 (stereo not given)	1	-0.7	-0.6	-0.6	-1.0	0.2	-6	-8	-3	0	-2.1
COc1ccccc1C(=O)N/C(=C/c1ccc(Br)cc1)C(=O)NCCCn1ccnc1	-1	0.7	-1.5	-1.4	-1.1	1.0	-8	7	0	-1	0.1
COc1ccc(C2SCC(=O)N2c2nc3ccccc3s2)cc1 (stereo not given)	-5	0.2	1.7	0.8	-0.2	-1.9	-2	6	-4	-8	-0.1
O=C1Cc2ccccc2Sc2ccc(O)cc21	-2	0.1	-0.9	-0.7	-1.3	-0.8	-37	-7	-3	-14	0.2
COc1ccc(OCc2cc(/C=N\NC(=O)c3ccccc3)ccc2OC)cc1	0	-5.5	0.9	5.3	-1.1	0.4	-4	1	-8	-4	-4.8
O=C(c1cc(COc2ccc(F)cc2Cl)on1)N1CCN(c2cnccn2)CC1	0	-2.9	-0.1	1.5	-1.3	0.1	-16	-101	-1	-7	-0.3
Cc1cc(C)c(C(=O)c2ccccc2)c(C)c1	-4	1.0	-1.3	-0.6	-0.9	2.1	12	-25	-4	1	0.9
O=C(CSCc1ccc(Cl)cc1)Nc1cccc(C(=O)Nc2ccccc2C(=O)O)c1	-3	-0.5	-1.4	1.2	-1.4	-0.1	-44	-1	-3	0	2.7
O=C(NCC1CCCO1)c1cccc(NC(=O)c2ccccc2)c1 (stereo not given)	-1	0.2	0.1	0.3	-0.3	1.3	7	-3	1	-4	0.3

Ten entries already listed, arranged by molecular weight, highest first.
SMILES	SMARCA2 activ	DAX1 inh-1	hcDAF12 agonist	hgDAF-12 ag	ssDAF12 agonist	DAX1 inh-2	sPLA2-III inh	ADAM10 inh	GC-A act	NPR2 activator	GAA850 FXN act
CC(C)C(NC(=O)c1ccccc1Cl)C(=O)OCc1nc2scc(-c3ccccc3Cl)c2c(=O)[nH]1 (stereo not given)	-3	-0.2	-1.3	-1.9	-1.2	-0.9	-10	-6	0	6	0.9
COc1ccccc1C(=O)N/C(=C/c1ccc(Br)cc1)C(=O)NCCCn1ccnc1	-1	0.7	-1.5	-1.4	-1.1	1.0	-8	7	0	-1	0.1
O=C(CSCc1ccc(Cl)cc1)Nc1cccc(C(=O)Nc2ccccc2C(=O)O)c1	-3	-0.5	-1.4	1.2	-1.4	-0.1	-44	-1	-3	0	2.7
O=C(c1cc(COc2ccc(F)cc2Cl)on1)N1CCN(c2cnccn2)CC1	0	-2.9	-0.1	1.5	-1.3	0.1	-16	-101	-1	-7	-0.3
COc1ccc(OCc2cc(/C=N\NC(=O)c3ccccc3)ccc2OC)cc1	0	-5.5	0.9	5.3	-1.1	0.4	-4	1	-8	-4	-4.8
CCOc1ccc(-n2nnc3c(=O)n(CC(=O)c4ccccc4)cnc32)cc1	-2	0.4	0.8	1.1	-0.2	0.4	8	-11	1	-1	-1.9
CC(C)C(=O)Nc1ncc(Cc2cccc(Cl)c2)s1	-2	-1.4	-1.8	0.8	-1.9	0.7	-5	2	7	8	0.8
COC(=O)CCC(=O)N1CCOCCOCCOCC1	-1	-0.2	0.2	-4.1	-0.8	-1.1	10	7	0	7	1.4
O=C1Cc2ccccc2Sc2ccc(O)cc21	-2	0.1	-0.9	-0.7	-1.3	-0.8	-37	-7	-3	-14	0.2
Cc1cc(C)c(C(=O)c2ccccc2)c(C)c1	-4	1.0	-1.3	-0.6	-0.9	2.1	12	-25	-4	1	0.9

Compound activity as filed in PubChem BioAssay.
